Source: PubChem BioAssay
SMARCA2 act – activators of SMARCA2 function; MG213 cells, MMTV-luciferase reporter, dexamethasone, overnight; activation, % at 9.1 µM; actives 1% (n = 370,000); in the data active means activation above about 7.8%;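 further: 0% = vehicle wells and 100% = reference activator wells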
PG9 binder – PG9 antibody binding by small molecule; actives 0.43% (n = 360,000); TR-FRET gp120-PG9 antibody binding; inhibition, % at 6.7 µM; AID 624416; in the data active means inhibition above about 8.5%
PLC-beta3 inh – inhibitors of human phospholipase C beta3. Q01970. Purified PLC-beta3, fluorogenic substrate, fluorescence. inhibition, % at 12.2 µM. actives 0.18% (n = 370,000). AID 720704; in the data active means inhibition above about 11%;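 further: 0% = median of compound wells on plate and 100% = full blocker control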
DAX1 inh-1 – inhibitors of human orphan nuclear receptor DAX1 (NR0B1) | P51843 | HEK293 Gal4-DAX1 luciferase reporter, luminescence | inhibition, % at 6.75 µM | actives 0.99% (n = 340,000) | AID 504766;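 active means inhibition above the mean over all tested compounds plus 3 SD, cut at about 4.2% in these data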;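 further: 0% = DAX1-transfected cells with DMSO and 100% = empty-vector control cells with DMSO; inhibition shows as a rise in luminescence from relieved DAX1 repression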
Target sequence (P51843 207-470 limits assumed): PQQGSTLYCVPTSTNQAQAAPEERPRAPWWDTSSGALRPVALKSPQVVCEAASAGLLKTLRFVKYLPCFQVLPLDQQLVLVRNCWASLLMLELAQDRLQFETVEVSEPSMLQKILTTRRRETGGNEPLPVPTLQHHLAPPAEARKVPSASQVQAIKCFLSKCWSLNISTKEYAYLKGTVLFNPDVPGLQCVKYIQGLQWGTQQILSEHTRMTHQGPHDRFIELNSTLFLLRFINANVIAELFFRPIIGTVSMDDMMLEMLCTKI
sPLA2-III inh – Inhibits HGIII-sPLA2 liposome hydrolysis, primary screen; QFRET BODIPY PC-A2 liposome hydrolysis, fluorescence; actives 0.56% (n = 370,000); AID 743126; Q9NZ20; inhibition, % at 12.2 µM;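 active means inhibition above mean plus 3 SD of compounds lying within the high and low control bounds, cut at about 19% in these data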;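 further: 0% = median of test compound wells and 100% = no enzyme DMSO wells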
Target sequence (Q9NZ20 whole entry, looked up): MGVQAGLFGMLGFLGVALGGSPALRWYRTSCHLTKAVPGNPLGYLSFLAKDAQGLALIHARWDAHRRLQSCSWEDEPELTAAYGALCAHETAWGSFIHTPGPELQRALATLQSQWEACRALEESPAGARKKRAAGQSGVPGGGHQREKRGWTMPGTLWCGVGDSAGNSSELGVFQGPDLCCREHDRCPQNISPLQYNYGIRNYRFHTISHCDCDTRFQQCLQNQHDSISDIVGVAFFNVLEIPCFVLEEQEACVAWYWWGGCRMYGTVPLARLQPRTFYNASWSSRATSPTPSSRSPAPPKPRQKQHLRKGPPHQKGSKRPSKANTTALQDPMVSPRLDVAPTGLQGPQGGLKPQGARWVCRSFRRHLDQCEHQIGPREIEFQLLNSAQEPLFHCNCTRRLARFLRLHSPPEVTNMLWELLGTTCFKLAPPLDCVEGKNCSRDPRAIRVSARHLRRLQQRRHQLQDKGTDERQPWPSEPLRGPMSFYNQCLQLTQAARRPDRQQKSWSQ
ssDAF12 agonist – activators of S. stercoralis DAF-12 nuclear receptor | HEK293 ssDAF-12/GRIP1 lit1-tk-luc reporter, luminescence; % of 3 µM dafachronic acid response | actives 1% (n = 370,000) | activation, % at 6.8 µM;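 active means activation above the mean over all tested compounds plus 3 SD, cut at about 0.9% in these data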;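 further: 0% = DMSO-only wells and 100% = 3 µM delta7-dafachronic acid wells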
hgDAF12 agonist – hgDAF-12 agonism, primary luciferase screen; HEK293 GAL4-hgDAF12 UAS-luciferase reporter, agonist luminescence; normalized to butyrate control; activation, % at 6.8 µM; actives 1.8% (n = 370,000);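 active means activation above a cutoff set at the mean of all screened compounds plus 3 SD, cut at about 10% in these data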;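 further: 0% = DMSO wells and 100% = sodium butyrate wells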
NR1D1 modulator – Rev-erb alpha (human) modulation; Rev-erbα–FITC-DNA binding, fluorescence polarization, 90 min; P20393; AID 1259318; activity, % at 10 µM; actives 0.79% (n = 370,000);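 active means activity above about 14%, limit read from the data; passing the limit was not always enough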;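 further: 0% = DMSO wells with 35 nM protein and 100% = DMSO wells with 750 nM protein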
GAA850 FXN act – increases GAA850 frataxin promoter reporter activity; HEK293 lucGAA850 FXN promoter luciferase reporter, 24 h; percent of 10 µM SAHA response; activation, % at 6 µM; actives 0.56% (n = 360,000); AID 540364;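 active means activation above the average of all compounds screened plus 3 SD, cutoff fixed separately per campaign, cut at about 7.5% in these data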;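 further: 0% = DMSO wells and 100% = 10 µM SAHA wells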
DAX1 inh-2 – inhibitors of DAX1 repression of SF-1 activated StAR promoter; actives 1.1% (n = 370,000); inhibition, % at 6.8 µM; HEK293T StAR-luciferase reporter, SF-1/DAX-1 repression relief; AID 652010;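 active means inhibition above the mean over all tested compounds plus 3 SD, cut at about 3.6% in these data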;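 further: 0% = DAX-1 cells with DMSO and 100% = cells lacking DAX-1 with DMSO; higher inhibition means more luminescence from relief of DAX-1 repression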
hcDAF12 agonist – H. contortus DAF-12 activation, primary screen. HEK293 hcDAF-12 lit1-tk-luc reporter, luminescence; 0% DMSO, 100% Δ7-dafachronic acid. activation, % at 6.8 µM. actives 1.4% (n = 370,000). AID 652067;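 active means activation above the mean of all tested compounds plus 3 SD, cut at about 5.5% in these data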;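 further: 100% = response to 3 µM Δ7-dafachronic acid high control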
An asterisk follows results filed as active; . = no result given. The order is random; about 7% have a hit in one of these screens.

Value order: hgDAF12 agonist	sPLA2-III inh	SMARCA2 act	DAX1 inh-1	ssDAF12 agonist	DAX1 inh-2	GAA850 FXN act	PG9 binder	NR1D1 modulator	PLC-beta3 inh	hcDAF12 agonist
O=C(N/N=C/c1cccc(OC(=O)c2cccc(Br)c2)c1)c1cccnc1
→ 0.2	-11.3	2.0	-0.8	-0.7	1.4	0.4	-1.2	-3.3	-10.6	-2.4
CCOC(=O)C1CCCN(C2CC(=O)N(c3ccc(C(C)C)cc3)C2=O)C1 (configuration not stated)
→ 3.6	-0.3	1.0	0.6	-1.4	0.2	-0.3	-0.8	3.8	-1.3	-0.1
Cc1[nH]c2ccccc2c1/C=C(/C#N)C(=O)NC(C)C
→ -1.2	5.3	-3.0	0.8	-1.9	0.0	2.1	-0.6	-2.1	-2.1	-0.4
COc1ccc(N2CCN(S(=O)(=O)c3ccc4c(c3)NC(=O)C(C)C(=O)N4)CC2)cc1 (configuration not stated)
→ 4.2	-2.3	0.3	0.3	-1.4	0.3	-1.6	-1.3	2.0	3.5	-0.3
CCOC(=O)CC1COc2ccccc2N1C(=O)c1cccc([N+](=O)[O-])c1 (configuration not stated)
→ 0.2	5.3	-1.1	-0.6	0.5	0.2	0.8	0.0	-1.3	-7.3	3.4
O=C(N/N=C/c1ccco1)c1cccc(NC(=O)c2ccccc2Cl)c1
→ 1.4	6.4	-1.1	0.8	-0.3	0.0	-0.5	-3.4	-4.8	-10.4	-0.1
CSc1cccc(NC(=O)CSc2ccccc2)c1
→ 4.8	-15.2	1.3	0.4	-0.7	-0.1	1.9	-1.0	2.8	-3.2	-1.0
CC(c1ccccc1)C(NC(=O)OCC1c2ccccc2-c2ccccc21)C(=O)O (configuration not stated)
→ 1.7	-27.2	0.1	0.9	-1.4	0.2	-1.4	-2.2	0.0	0.3	-0.7
CN(Cc1ccccc1)C(=O)c1ccc(NC(=O)Cc2cccc(NC(=O)C3CCN(C(=O)C4CCC4)CC3)c2)cc1
→ 1.2	-37.6	1.2	0.1	-1.6	0.0	0.8	-0.2	-3.0	1.7	-0.9
S=C(NC1CC2CCC1C2)N1CCN(c2cccc(Cl)c2)CC1 (configuration not stated)
→ -1.9	8.2	-4.7	-0.2	-1.8	0.4	1.4	0.6	-2.9	3.3	-1.7
CCN1CCN(CCC(=O)Nc2cccc(OC)c2)CC1
→ 3.8	-4.3	1.6	0.1	-0.2	-0.5	-1.6	-0.1	-1.5	0.6	3.0
Cc1noc(C)c1C(=O)NC(C)c1ccc2c(c1)OCO2 (configuration not stated)
→ -1.0	5.8	-2.9	-0.8	0.3	0.3	-0.1	2.5	6.3	-0.5	-1.3
Cc1ccc(C(NC(=O)c2ccccc2S(C)(=O)=O)c2ccccc2)cc1 (configuration not stated)
→ -1.4	1.9	0.2	-1.2	-0.9	-0.6	1.2	-1.0	-2.7	-5.6	1.8
CCOc1ccc(C(=O)NNC(=O)CN2C(=O)NC3(CCCC3)C2=O)cc1
→ 0.9	-3.1	-1.4	0.2	-0.7	-0.6	-0.2	-1.0	0.1	7.4	0.2
O=C1CSc2ccc(C(=O)N3CCCC(C(=O)N4CCN(c5ccc(F)cc5)CC4)C3)cc2N1 (configuration not stated)
→ -5.5	0.9	-3.1	.	-1.1	-1.6	.	.	-8.5	2.0	-4.6
COc1cccc(C(=O)NC2CCN(CC(=O)NCc3ccccc3OC)CC2)c1
→ 0.1	5.1	-5.4	-0.9	-1.1	-0.1	0.6	-0.6	1.8	-6.2	-1.9
Cc1nc2[nH]c(=O)n(O)c(=O)c2s1
→ -0.6	14.3	-4.1	1.7	-1.0	0.1	1.5	-2.2	-2.7	-3.1	0.6
C=CCNC(=O)/C(=C\c1cccc([N+](=O)[O-])c1)NC(=O)c1ccccc1
→ -2.5	3.4	0.1	-1.1	-0.5	-0.5	1.4	-1.3	-3.7	-1.8	-1.3
COc1cc(N2N=C(c3ccccc3)CC2c2ccccc2)c(C=O)cc1C=O (configuration not stated)
→ -0.7	-2.1	0.3	1.2	-0.8	-0.2	0.2	1.0	107.0*	-13.4	0.0
CC(C)(C)OC(=O)N1CCc2onc(-c3ccc([N+](=O)[O-])cc3)c2C1=O
→ -1.1	12.8	0.7	-0.2	-1.2	0.1	0.7	-0.5	-4.0	0.8	0.3
CN(C)CCNc1ncnc2c1ncn2[C@H]1CN(Cc2cccnc2)C[C@@H](CO)O1
→ 23.7*	-1.1	-5.3	.	-0.9	1.0	1.3	1.2	1.2	-1.5	0.5
Cc1cc(C)cc(NC(=O)CSc2nnc(-c3ccccc3Br)o2)c1
→ 2.5	-27.4	-1.1	-0.2	-1.2	0.0	-2.6	1.6	0.8	-2.0	-1.9
O=[N+]([O-])c1cc(S(=O)(=O)NC2=NCCCCC2)ccc1NCC1CCCCC1
→ -1.9	-7.8	-1.8	-0.7	-1.8	-1.2	2.1	-1.1	-2.5	1.8	-2.3
N#CC1(NC(=O)CN2C(=O)c3ccc([N+](=O)[O-])cc3C2=O)CCCCC1
→ -0.5	11.8	-2.4	0.2	-1.6	1.0	1.7	-1.8	8.0	-11.2	0.8
COc1ccc(C(=O)COc2ncnc3cc(Cl)ccc23)cc1
→ -1.0	-10.4	-0.1	1.2	-0.9	-0.1	1.5	4.1	5.8	-6.6	-2.0
CCN(C[C@H]1N[C@@](C)(C(=O)OC)[C@H]2C(=O)N(Cc3ccccc3)C(=O)[C@@H]12)C(=O)c1ccc(F)cc1
→ -1.1	-1.4	-2.3	-1.8	-1.0	-0.1	1.8	-0.1	1.8	3.2	-0.4
COc1cc(/C=N/NC(=O)c2ccc(-c3ccccc3)cc2)cc(OC)c1OC
→ -5.5	-17.9	2.7	-2.2	-2.6	-2.1	-3.5	-0.5	-2.0	-449.7	-5.1
N#C/C(=C\c1ccncc1)c1nc2c(s1)CCCC2
→ 3.8	-9.2	4.6	0.0	-1.2	-0.2	5.5	-1.2	-0.1	-377.1	-3.3
CC(=O)c1c(NC(=O)c2ccccc2)[nH]c(-c2ccccc2)nc1=S
→ 3.0	6.0	-4.0	1.8	-0.6	1.1	3.3	-1.2	4.8	2.8	0.9
NC(=O)COC(=O)/C=C/c1ccc2ccccc2n1
→ -5.0	0.9	2.1	-0.5	-1.3	-0.4	0.4	-1.3	0.7	-1.4	-1.1
O=C(OCc1cn(Cc2cccc(F)c2)nn1)N1CCOCC1
→ 0.3	7.0	-0.9	.	-0.9	2.0	.	.	-1.5	0.7	2.8
CC(C)C(=O)Nc1c(-c2ccccc2)c(=O)c2ccccc2n1C
→ -0.1	3.9	-0.5	0.9	-1.8	0.4	-1.0	-0.7	0.1	-4.1	1.8
COc1cc(C=O)ccc1OCc1c(C)noc1C
→ 1.0	-0.1	2.4	-0.6	-1.2	0.3	-0.5	-0.5	1.6	0.2	-0.5
O=C(C[n+]1ccc(-c2nnc3n2CCC3)cc1)c1ccc(Cl)c(Cl)c1
→ 3.8	-9.8	-1.1	0.3	0.1	-0.6	-5.1	-1.9	5.9	-17.4	-1.6
O=C(Nc1ccncc1)Nc1cc(Cl)ccc1Cl
→ 0.0	-6.3	2.7	0.1	-1.2	-3.6	-0.4	-2.0	6.2	-0.8	-2.3
Cc1ccccc1N(CC(=O)NCCSCc1ccccc1)S(C)(=O)=O
→ 0.6	13.1	-0.3	0.6	-1.9	0.2	1.3	0.7	-3.6	-8.0	-0.9
CCNC(=O)CN(c1ccccc1OC)S(=O)(=O)c1cccs1
→ -4.2	0.6	-1.4	-1.1	-1.4	-0.7	-0.1	-1.4	0.4	4.5	-0.4
O=C(CC(NS(=O)(=O)c1ccc(Cl)cc1)c1ccco1)NCc1ccco1 (configuration not stated)
→ -1.3	-7.9	0.3	-0.1	0.2	-0.3	-1.3	-0.9	-5.9	-5.4	-0.7
CCOC(=O)C1=C(C)NC(C)=C(C(=O)OCC)C1c1cc(N)ccc1OC(F)F
→ -1.0	2.7	3.4	0.2	-1.6	-0.4	-2.1	-1.7	0.3	-16.3	-1.3
O=C(Cc1cccs1)NNC(=O)c1ccccc1Cl
→ 2.2	1.1	3.6	0.0	-0.8	-0.9	1.9	-1.6	0.8	2.4	0.1
O=C(NCCCN1CCCCC1)c1ccc2c(=O)n(CCc3ccccc3)c(=O)[nH]c2c1
→ 2.1	-3.4	0.1	0.3	0.1	1.9	1.4	0.6	-0.3	-147.1	0.7
O=[N+]([O-])c1cccc2c1ccc1ncccc12
→ 2.8	4.9	1.0	0.4	-1.7	0.0	-2.0	2.7	7.6	5.3	-4.4
Cc1ccc(S(=O)(=O)Nc2cccc(-c3ccc4nncn4n3)c2)cc1
→ 0.9	-8.5	-1.0	-0.8	-0.3	-3.2	-3.3	-1.8	0.0	1.1	-0.7
COc1cc(COCC(O)CN2CCOCC2)cc(OC)c1OC (configuration not stated)
→ -0.4	5.7	0.6	1.6	-1.1	0.5	-0.2	-2.6	-1.2	0.4	-0.6
CC(C)C(=O)Nc1ccc(N2CCCC2)c(Cl)c1
→ 2.1	4.8	3.3	-1.0	-0.6	0.3	-0.3	-0.1	2.4	-0.3	0.1

Single values from the list.
Under NR1D1 modulator, Cc1ccc(S(=O)(=O)Nc2cccc(-c3ccc4nncn4n3)c2)cc1 reads 0.0
Under PLC-beta3 inh, O=C(NCCCN1CCCCC1)c1ccc2c(=O)n(CCc3ccccc3)c(=O)[nH]c2c1 reads -147.1

(list continues)
Value order: hgDAF12 agonist	sPLA2-III inh	SMARCA2 act	DAX1 inh-1	ssDAF12 agonist	DAX1 inh-2	GAA850 FXN act	PG9 binder	NR1D1 modulator	PLC-beta3 inh	hcDAF12 agonist
CC1(C)Cc2c(cnn2-c2ccccc2)C(NC(=O)CCc2ccc(=O)[nH]n2)C1 (configuration not stated)
→ -1.7	-4.3	1.1	-0.2	-0.9	0.6	1.0	-1.1	-0.4	-2.4	2.0
Cc1ccc2oc(C(=O)N3CCN(Cc4nccn4C)CC3)c(C)c2c1
→ 2.1	0.3	2.4	0.4	-1.4	-0.7	1.8	-2.1	-2.8	-2.3	-1.4
COc1ccc(CNC(=O)C2CCC(CNS(=O)(=O)c3ccccc3)CC2)cc1 (configuration not stated)
→ -0.9	-7.7	-3.7	-1.9	-1.3	-0.4	-0.1	1.5	-5.6	-0.6	-1.7
C[C@@H]1CN([C@@H](C)CO)C(=O)CCCn2cc(nn2)CO[C@H]1CN(C)C(=O)Nc1ccc(F)cc1
→ 3.5	9.3	-1.7	.	-1.0	0.2	.	-0.7	4.1	3.9	0.8
COc1ccc(CN2CCN(Cc3csc(C(C)=O)c3)CC2CCO)c(C)c1C (configuration not stated)
→ -2.6	1.0	0.6	-0.6	-2.2	-0.8	-1.8	-2.0	-4.1	1.0	-1.7
CCN(CC)c1nc(Oc2ccc(C(=O)OC)cc2)nc(N2CCOCC2)n1
→ -0.5	-5.7	-0.5	2.0	-2.3	-0.5	3.8	0.2	4.6	-5.7	-3.5
Cc1onc(-c2ccccc2Cl)c1C(=O)N1CCN(c2ccccc2)CC1
→ -1.1	0.7	-0.7	0.0	-1.4	-0.7	-0.9	0.7	-2.5	0.9	-1.7
Cc1ccc(OCCCN2CCOCC2)c([N+](=O)[O-])c1
→ 12.8*	-3.6	4.6	3.4	-0.7	2.1	3.0	0.7	-0.2	-2.0	4.7
